Screening data as filed in PubChem.
SMARCA2 activ: activators of SMARCA2 function. 370,000 compounds, 1% hits. AID 652017. MG213 cells, MMTV-luciferase reporter, dexamethasone, overnight. activation, % at 9.1 µM; in the data active = activation above about 7.8%;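 also: 0% = vehicle wells and 100% = reference activator wells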
hgDAF-12 ag: agonists of H. glycines DAF-12 nuclear receptor; HEK293 GAL4-hgDAF12 UAS-luciferase reporter, agonist luminescence; normalized to butyrate control; activation, % at 6.8 µM; 370,000 compounds, 1.8% hits; AID 687014;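 active = activation above a cutoff set at the mean of all screened compounds plus 3 SD, cut at about 10% in these data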;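 also: 0% = DMSO wells and 100% = sodium butyrate wells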
DAX1 inh-1: DAX1 (NR0B1) inhibition, primary screen; AID 652010; inhibition, % at 6.8 µM; 370,000 compounds, 1.1% hits; HEK293T StAR-luciferase reporter, SF-1/DAX-1 repression relief;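 active = inhibition above the mean over all tested compounds plus 3 SD, cut at about 3.6% in these data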;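 also: 0% = DAX-1 cells with DMSO and 100% = cells lacking DAX-1 with DMSO; higher inhibition means more luminescence from relief of DAX-1 repression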
hcDAF-12 act: H. contortus DAF-12 activation, primary screen; activation, % at 6.8 µM; AID 652067; 370,000 compounds, 1.4% hits; HEK293 hcDAF-12 lit1-tk-luc reporter, luminescence; 0% DMSO, 100% Δ7-dafachronic acid;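 active = activation above the mean of all tested compounds plus 3 SD, cut at about 5.5% in these data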;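 also: 100% = response to 3 µM Δ7-dafachronic acid high control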
HGIII-sPLA2 inh: Inhibits HGIII-sPLA2 liposome hydrolysis, primary screen | QFRET BODIPY PC-A2 liposome hydrolysis, fluorescence | Q9NZ20 | inhibition, % at 12.2 µM | 370,000 compounds, 0.56% hits;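 active = inhibition above mean plus 3 SD of compounds lying within the high and low control bounds, cut at about 19% in these data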;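 also: 0% = median of test compound wells and 100% = no enzyme DMSO wells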
Target sequence (Q9NZ20 whole entry, looked up): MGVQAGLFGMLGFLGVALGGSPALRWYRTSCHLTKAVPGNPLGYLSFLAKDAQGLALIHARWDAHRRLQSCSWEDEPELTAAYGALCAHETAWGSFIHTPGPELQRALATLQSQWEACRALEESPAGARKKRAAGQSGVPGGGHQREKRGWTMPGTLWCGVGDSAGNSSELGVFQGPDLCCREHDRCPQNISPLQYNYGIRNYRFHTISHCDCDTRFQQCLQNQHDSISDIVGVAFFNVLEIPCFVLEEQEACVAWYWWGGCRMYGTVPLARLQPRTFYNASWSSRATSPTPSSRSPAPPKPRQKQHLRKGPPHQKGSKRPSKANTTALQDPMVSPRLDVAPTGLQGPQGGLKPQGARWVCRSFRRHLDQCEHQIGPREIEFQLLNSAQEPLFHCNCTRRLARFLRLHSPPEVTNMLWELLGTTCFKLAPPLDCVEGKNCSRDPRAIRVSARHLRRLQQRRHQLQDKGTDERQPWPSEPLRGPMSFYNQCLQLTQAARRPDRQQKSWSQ
GC-A act: GC-A (human) enzyme activation. HEK293 GC-A cells, cGMP TR-FRET, EC30 ANP; 0% at EC30 ANP, 100% saturating ANP. activation, % at 10 µM. 370,000 compounds, 0.14% hits. AID 1671463; in the data active = activation above about 40%
ssDAF-12 act: activators of S. stercoralis DAF-12 nuclear receptor; HEK293 ssDAF-12/GRIP1 lit1-tk-luc reporter, luminescence; % of 3 µM dafachronic acid response; activation, % at 6.8 µM; 370,000 compounds, 1% hits; AID 652126;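 active = activation above the mean over all tested compounds plus 3 SD, cut at about 0.9% in these data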;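 also: 0% = DMSO-only wells and 100% = 3 µM delta7-dafachronic acid wells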
GAA850 FXN act: activators of GAA850 frataxin (FXN) promoter | HEK293 lucGAA850 FXN promoter luciferase reporter, 24 h; percent of 10 µM SAHA response | activation, % at 6 µM | 360,000 compounds, 0.56% hits;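 active = activation above the average of all compounds screened plus 3 SD, cutoff fixed separately per campaign, cut at about 7.5% in these data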;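 also: 0% = DMSO wells and 100% = 10 µM SAHA wells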
KLK7 zymogen act: activators of human kallikrein-7 zymogen; 370,000 compounds, 0.9% hits; activation, % at 7 µM; P49862; purified proKLK7, EDANS-DABCYL substrate fluorescence; 100% is mature enzyme control, 0% vehicle; AID 652039;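 active = activation above the mean of all tested compounds plus 3 SD, computed per campaign excluding outliers beyond control limits, cut at about 13% in these data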
Target sequence (P49862 whole entry, looked up): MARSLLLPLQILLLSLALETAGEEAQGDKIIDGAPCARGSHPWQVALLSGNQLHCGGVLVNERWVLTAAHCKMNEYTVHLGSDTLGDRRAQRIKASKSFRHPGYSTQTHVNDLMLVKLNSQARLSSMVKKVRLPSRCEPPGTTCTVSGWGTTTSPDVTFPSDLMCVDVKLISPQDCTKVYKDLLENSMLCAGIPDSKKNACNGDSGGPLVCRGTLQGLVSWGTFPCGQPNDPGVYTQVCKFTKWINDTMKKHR
NPR2 activator: GC-B (human) receptor activation | P20594 | HEK293-GC-B cells, CNP EC30, cGMP TR-FRET; 0% at EC30 CNP, 100% saturating CNP | activation, % at 10 µM | 370,000 compounds, 0.11% hits | AID 1920062;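 active = activation at 10 µM reaching about 35% in either raw or pattern-adjusted values, limit read from the data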
DAX1 inh-2: inhibitors of human orphan nuclear receptor DAX1 (NR0B1); P51843; HEK293 Gal4-DAX1 luciferase reporter, luminescence; inhibition, % at 6.75 µM; 340,000 compounds, 0.99% hits; AID 504766;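 active = inhibition above the mean over all tested compounds plus 3 SD, cut at about 4.2% in these data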;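 also: 0% = DAX1-transfected cells with DMSO and 100% = empty-vector control cells with DMSO; inhibition shows as a rise in luminescence from relieved DAX1 repression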
Target sequence (P51843 207-470 limits assumed): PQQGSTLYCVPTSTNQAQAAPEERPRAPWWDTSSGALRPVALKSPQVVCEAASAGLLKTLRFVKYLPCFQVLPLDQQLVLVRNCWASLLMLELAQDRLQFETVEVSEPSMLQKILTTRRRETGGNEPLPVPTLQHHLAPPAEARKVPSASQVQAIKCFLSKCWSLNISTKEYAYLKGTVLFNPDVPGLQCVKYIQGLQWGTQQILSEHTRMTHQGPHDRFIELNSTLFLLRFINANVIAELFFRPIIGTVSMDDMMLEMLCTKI
Starred values were filed as active, the others as inactive; · = no result given.

SMILES | SMARCA2 activ | hgDAF-12 ag | DAX1 inh-1 | hcDAF-12 act | HGIII-sPLA2 inh | GC-A act | ssDAF-12 act | GAA850 FXN act | KLK7 zymogen act | NPR2 activator | DAX1 inh-2
COc1ccccc1CCn1cnc(-c2cccc(F)c2)c1C(C)C | -7 | -2.2 | -2.3 | -3.6 | -2 | -2 | -2.1 | · | 0.0 | 3 | ·
Cn1c(CNC(=O)CCNC(=O)c2cccc(Cl)c2)cc(=O)n(C)c1=O | -4 | -0.8 | -0.4 | -0.4 | 6 | 2 | -0.7 | -0.8 | -0.3 | 1 | -0.3
COCCN1CCN(C(=O)C2CCC(=O)N(CCc3cccc(F)c3)C2)CC1 (stereo not given) | 0 | -1.7 | -0.4 | 0.9 | 9 | -3 | -0.7 | -1.2 | -0.1 | -1 | 0.3
COc1ccc(C)cc1NC(=O)CSc1nnc2ccc(-c3cccnc3)nn12 | 0 | -0.9 | 0.6 | 0.6 | 4 | 4 | -0.7 | 0.8 | 0.4 | 7 | 1.2
CCOc1cc(NCc2ccccc2)c2ncn(C(C)C)c2c1 | 0 | 1.8 | -1.1 | -1.0 | 6 | 2 | -1.3 | -0.6 | -0.1 | 0 | 0.8
O=C(Cn1nc(-c2ccccc2)c2ccccc2c1=O)NCC1CCCO1 (stereo not given) | -1 | -0.4 | -1.1 | -0.5 | -7 | -4 | -1.2 | -1.3 | 0.2 | -6 | 0.3
Oc1ccccc1C(Nc1nccs1)c1ccc2cccnc2c1O (stereo not given) | -1 | -4.2 | -1.4 | -1.8 | 18 | 1 | -1.8 | -6.6 | 0.9 | -5 | 2.1
Oc1c(CN2CCOCC2)cc(CN2CCOCC2)c(O)c1O | -3 | 1.7 | 1.2 | 0.8 | 1 | 6 | -0.8 | -0.9 | 0.1 | -3 | 1.3
NNc1cc2c(nn1)CCN(C(=O)c1ccccc1)C2 | -1 | 0.9 | -0.6 | -0.8 | -2 | 0 | -1.0 | 1.4 | 0.6 | -2 | 1.2
Cc1ccc(C)c(NC(=O)CSc2n[nH]c(-c3ccccn3)n2)c1 | -4 | 1.2 | -1.1 | -0.1 | -6 | 0 | -1.6 | -3.5 | -0.7 | 3 | -1.4
COc1ccc2nc(NC(=O)CSc3nccc(C)n3)sc2c1 | 0 | -2.7 | -1.2 | -4.0 | -5 | 13 | -1.9 | -0.4 | -0.1 | -5 | -1.4
Cc1ccccc1NC(=O)CSc1nc2c(c(=O)n(C)c(=O)n2C)n1C | -1 | -0.6 | 0.1 | -0.9 | 0 | 0 | -0.8 | -0.8 | -0.6 | -1 | 1.0
CCOC(=O)c1cnc(SCc2nc(N)nc(Nc3ccc(C)cc3)n2)nc1N | 1 | 0.2 | -0.2 | -1.2 | -29 | 0 | -1.4 | 2.6 | -0.3 | 11 | -1.2
Cc1cc(Nc2ccc(F)cc2Cl)n2ncnc2n1 | -3 | 1.2 | 1.6 | -1.9 | -3 | 1 | -1.4 | 2.9 | 0.2 | -4 | 0.3
CCOC(=O)c1cc2sccc2n1CC(=O)N1CCc2ccccc21 | -1 | -1.9 | -0.5 | 1.4 | 1 | 4 | -1.6 | -1.1 | 0.5 | 4 | -0.4
Cn1cnnc1SCC(=O)Nc1ccccc1Oc1ccccc1 | 1 | 0.4 | -0.1 | 0.3 | 1 | 1 | -1.2 | 0.3 | 0.2 | 0 | -0.5
CSc1ccc(S(=O)(=O)NCC(=O)OCC(=O)N(C)CC(=O)Nc2ccc(F)cc2)cc1[N+](=O)[O-] | 0 | 2.7 | -1.5 | -1.7 | -25 | -3 | -0.2 | -0.1 | 0.2 | -2 | 0.3
O=C(NCCC1=CCCCC1)c1cc(COc2c(F)cccc2F)on1 | 0 | 1.6 | 0.2 | -1.1 | -10 | 2 | -1.3 | -0.1 | 0.7 | 2 | 0.6
CCc1nnc(NC(=O)CSc2nnc(-c3ccoc3C)n2-c2ccccc2)s1 | 0 | -0.8 | 0.1 | -1.1 | 1 | -3 | -0.6 | -1.4 | 0.6 | 4 | -0.7
CCOc1ccc(N2C(=O)CC(N3CCN(c4ccc(Cl)cc4)CC3)C2=O)cc1 (stereo not given) | -1 | -0.5 | -0.1 | -1.0 | -4 | 7 | -1.2 | 2.3 | 0.4 | 1 | 0.4
CCSCc1nc2ccccn2c1Br | -2 | 5.1 | 0.8 | 0.4 | -2 | 2 | -0.5 | -0.3 | 0.1 | 1 | 1.3
CCCCOc1ccc(SCCCN2CCOCC2)cc1 | -2 | 1.8 | -0.2 | -1.5 | -6 | -2 | -0.5 | 0.5 | -0.5 | -1 | -0.8
CCN(Cc1cn(Cc2ccccc2)nn1)S(=O)(=O)c1ccc(F)cc1Br | -4 | -1.0 | -1.1 | -2.4 | 1 | 1 | -1.6 | · | 0.1 | 2 | ·
CCOC(=O)N1CCN(C(=O)c2ccc3nc(SCc4ccc(F)cc4)n(C)c3c2)CC1 | -1 | -3.2 | -0.9 | -2.3 | -10 | 0 | -1.2 | -1.4 | -0.3 | -6 | -1.5
COC(=O)c1c(-c2ccccc2)oc2c1C(OCCO)CCC2 (stereo not given) | -4 | -0.8 | -1.4 | -0.1 | -3 | -1 | -1.4 | · | 1.7 | -3 | ·
CC(=O)N1CCN(c2ccc(NCc3ccc(C)cc3)cc2)CC1 | -3 | -1.1 | -1.7 | -1.2 | 3 | · | -1.3 | -2.1 | -1.1 | · | 0.2
Cc1c(C(=O)N(Cc2ccc(F)cc2)C2CCS(=O)(=O)C2)oc2ccccc12 (stereo not given) | 0 | -0.8 | -0.5 | 0.0 | -10 | -2 | -1.2 | 3.4 | 0.5 | -4 | 0.6
N#Cc1ccccc1COC(=O)c1ccc2c(c1)OCCO2 | 5 | 1.0 | 0.7 | -1.4 | -5 | -1 | -1.2 | 4.1 | -0.5 | 4 | 2.0
Cc1cccc(C2=NN(c3ccccc3)[C@@H](C(=O)N3CCOC3=O)[C@@H]2c2ccc([N+](=O)[O-])cc2)c1 | -1 | -3.4 | 0.6 | -0.3 | -14 | -9 | -0.9 | -1.5 | 0.0 | -4 | 0.5
N#Cc1ccc2nc(-c3ccc(CN4CCC(c5nc6ccccc6[nH]5)CC4)cc3)c(-c3ccccc3)nc2c1 | -2 | -2.3 | -2.9 | -2.8 | -7 | 0 | -1.9 | · | -4.8 | -4 | ·
Cc1[nH]ccc(=O)c1Oc1ncc(C(F)(F)F)cc1Cl | 0 | -1.1 | 0.5 | -1.5 | -5 | 3 | -1.7 | 0.5 | 0.0 | 3 | -0.4
Cn1nc(C(=O)N2CCN(c3ccccn3)CC2)c2ccccc2c1=O | -2 | -2.9 | 0.5 | -0.2 | 6 | 2 | -1.4 | -1.6 | -0.2 | 0 | -0.2
CCc1nc2ccc(C(=O)N(C)CCCN(C)C)cn2c1N(C)Cc1cc2ccccc2s1 | 7 | 1.5 | 2.0 | 1.2 | -10 | -13 | -1.1 | 0.3 | 0.4 | -9 | ·
Nc1nnc(SCc2ccc3c(c2)OCO3)s1 | -2 | 2.0 | 0.8 | -0.6 | -1 | 2 | -0.3 | 2.1 | -0.4 | -1 | 1.0
Cc1ccc(C)c(Cn2cnc3c(cnn3C(C)(C)C)c2=O)c1 | 0 | -0.5 | -0.6 | -1.4 | 6 | 11 | -1.0 | 5.6 | -0.1 | 5 | -0.4
CNc1cncc(-c2cccc(NS(C)(=O)=O)c2)n1 | -1 | 0.8 | 0.4 | -0.6 | 2 | 1 | -1.3 | -2.0 | 130* | -1 | ·
COc1ccc(C(=O)Nc2cccc(-c3ccc4nncn4n3)c2)cc1OC | 4 | -0.2 | 0.5 | -1.0 | 4 | 3 | -0.5 | 1.0 | 0.0 | 0 | 0.3
COc1cc2c(c(OC)c1OC)-c1ccc(NCc3ccccc3)c(=O)cc1C(NC(C)=O)CC2 (stereo not given) | 8 | -5.0 | 4.0* | -0.4 | -21 | -3 | -1.2 | -3.1 | 0.0 | -1 | -0.1
Cc1ccc(O)c(C(=O)c2cnn(-c3ccc(S(=O)(=O)N4CCOCC4)cc3[N+](=O)[O-])c2)c1 | -1 | -0.5 | -0.1 | 0.1 | 0 | 0 | -1.3 | -0.9 | 0.3 | -13 | 0.1
CCCc1cc(=O)[nH]c(SCC(=O)NC2CC2)n1 | 4 | -2.0 | 1.4 | 2.4 | -1 | 0 | -1.0 | -0.5 | 0.3 | 0 | 0.1
COc1cc(CCC(=O)NNC(=O)c2cccc(Cl)c2)cc(OC)c1OC | -2 | 0.6 | -0.1 | 1.1 | -11 | 5 | -1.6 | -0.4 | 0.1 | 2 | -1.2
CCOC(=O)C1(Cc2ccc(OC)cc2)CCN(C(=O)c2sc(C)nc2C)CC1 | -3 | -3.5 | -0.8 | -3.0 | -6 | -5 | -0.8 | 1.5 | -0.2 | -6 | -1.9
O=C(CCN1C(=O)/C(=C/c2ccccc2Cl)SC1=S)NCCCN1CCOCC1 | 2 | 0.4 | 2.8 | -2.1 | 5 | -6 | -1.6 | -0.9 | 0.0 | 2 | 0.7
Cc1cccc(OCc2ccc(C(=O)N3CCOCC3)o2)c1 | 0 | -0.7 | -0.1 | 0.1 | -3 | 0 | -1.1 | -0.9 | 0.1 | 5 | 0.6
Cc1cc(Br)ccc1OCCn1ccnc1 | -3 | -0.3 | -0.1 | -2.1 | -10 | 9 | -1.5 | -0.6 | -0.2 | 5 | -1.4
C=CCN(C(=O)c1cccc(S(=O)(=O)N2CCN(C)CC2)c1)c1nc(-c2ccccc2)cs1 | -2 | -2.1 | -1.7 | -1.1 | -13 | -6 | -1.7 | -2.2 | -0.1 | -6 | -1.2
CCCc1cc(=O)n2[nH]c(SCc3ccccc3)nc2n1 | -6 | 2.4 | 0.3 | -0.4 | 7 | 6 | -1.4 | -0.1 | -0.6 | -1 | 0.9
O=C(NCc1n[nH]c(=S)n1-c1ccccc1Cl)c1ccc(S(=O)(=O)N2CCCCC2)cc1 | -1 | -2.5 | 0.7 | -1.5 | 12 | 3 | -1.3 | -1.1 | 0.3 | -5 | 1.3
Cc1cc(C(=O)COC(=O)c2cccs2)c(C)n1-c1c(C)n(C)n(-c2ccccc2)c1=O | 1 | 2.3 | -0.6 | -1.6 | 3 | 5 | -1.0 | -0.2 | 0.0 | 8 | -0.5
CC(C)OP(=O)(OC(C)C)C(Nc1ccccc1)c1cccc2c1OCO2 (stereo not given) | -4 | 0.8 | -0.5 | -3.4 | 3 | -27 | -1.3 | -1.6 | -0.2 | -22 | 0.3
CN(Cc1ccc(C(C)(C)C)cc1)C(=O)c1ccc2c(=O)n3c(nc2c1)CCC3 | -3 | -3.0 | 0.5 | -0.4 | -7 | 0 | -0.8 | 0.9 | -0.4 | 5 | -1.2
O=C(Nc1ccccc1)c1ccc(NCc2cccnc2)c(S(=O)(=O)N2CCOCC2)c1 | -1 | -0.8 | 0.9 | -1.6 | -1 | 4 | -1.5 | -2.0 | 0.3 | 8 | -0.7

Hits appear at their usual frequency; about 6.7% have a hit in one of these screens.
